Compound activity (PubChem BioAssay)
RNase H inhibition – RNase H inhibition, HIV 1 Gag Pol polyprotein, FRET biochemical assay, screening (AID 372) | 100,000 tested, 0.77% active | HIV-1 RT RNase H, FRET RNA/DNA substrate fluorescence; higher % means a stronger effect | one-dose inhibition, % at 10 µM; IC50 in µM for titrated hits; in the data active = inhibition above about 50%
Numbers without * were called inactive.

item	SMILES	RNase H inhibition
1	Cc1ccccc1NC(=O)CCN1C(=O)/C(=C/c2ccccc2Cl)SC1=S	0%
2	Cc1cc(NC(=O)C(C)Sc2ccc(Cl)cc2)ccc1Br (centres undefined)	12%
3	Cc1ccc(CCP(=O)(O)CN2CCOCC2)cn1	6%
4	O=C1c2ccccc2-c2ccc(S(=O)(=O)N3CCOCC3)cc21	3%
5	O=C(/C=C\Nc1ccc2[nH]ncc2c1)c1ccc(Br)cc1	8%
6	CC(C)Oc1ccc(/C=N/NC(=O)C(=O)NC2CCCCC2)cc1	1%
7	COc1ccc(C2Nc3ccccc3C(=O)N2Cc2ccccc2)cc1COc1ccccc1F (centres undefined)	15%
8	O=C(c1ccc(Cl)cc1)N(Cc1ccccc1)c1cccc([N+](=O)[O-])c1	16%

By substructure: those above containing a Cl atom.
item	SMILES	RNase H inhibition
1	Cc1ccccc1NC(=O)CCN1C(=O)/C(=C/c2ccccc2Cl)SC1=S	0%
2	Cc1cc(NC(=O)C(C)Sc2ccc(Cl)cc2)ccc1Br (centres undefined)	12%
8	O=C(c1ccc(Cl)cc1)N(Cc1ccccc1)c1cccc([N+](=O)[O-])c1	16%

(cont.)
item	SMILES	RNase H inhibition
9	Cc1ccc(-c2cc(C(F)(F)F)n3ncc(C(=O)N4CCCC4)c3n2)cc1	12%
10	Cc1cccc(C(C)C)c1NC(=O)c1cccs1	7%
11	CCOC(=O)C1CCN(S(=O)(=O)c2ccc(-c3ccc([N+](=O)[O-])cc3)cc2)CC1	21%
12	COc1ccc(C(=O)N2CCN(Cc3cc(OC)c(O)c(OC)c3)CC2)cc1OC	5%
13	OC(COc1ccc(Cl)cc1)CN1CCN(c2ccccc2F)CC1 (centres undefined)	13%
14	C=CCO/N=C(\CCC)C1=C(N2CCCC2)CC(C)(C)CC1=O	10%
15	O=C(N/N=C\c1cc(Br)cc(Br)c1O)c1ccc(Br)cc1	0%
16	O=C(Cc1ccccc1)c1ccc(O)cc1O	9%
17	COc1cccc(/C=C2\C(=O)NC(=O)N(c3ccccc3)C2=O)c1OC	18%
18	NC(=O)c1cc(NC(=O)c2cc3ccccc3cc2O)ccc1Cl	13%
19	CCOc1ccc(-c2cc(C(=O)Nc3sc4c(c3C(=O)OC)CCCCCC4)c3ccccc3n2)cc1	7%
20	CCCOC(=O)C1=C(C)NC2=C(C(=O)CC(c3ccc(Cl)cc3)C2)C1c1cc(OC)ccc1OC (centres undefined)	9%
21	Cc1cccc(OCC(O)Cn2cnc3ccccc32)c1 (centres undefined)	1%
22	CCOC(=O)C1=C(C)N=c2s/c(=C\c3c[nH]c4ccccc34)c(=O)n2C1c1cccc(OC)c1 (centres undefined)	11%
23	Cc1ccccc1CN1C(=O)C(=O)c2ccccc21	9%
24	Cc1ccc(-c2nc3cc(Cl)ccc3o2)cc1N=Cc1cc(I)cc(I)c1O	17%
25	CCOc1ccc(NC(=O)c2ccc(-c3cccc(Cl)c3C)o2)c([N+](=O)[O-])c1	40%
26	Cc1ccc(CNC(=O)c2ccc(CN3CCc4ccccc4C3)cc2)cc1	7%
27	Cc1ccccc1C(=O)Nc1cccc(NC(=O)COc2ccccc2Cl)c1	1%
28	COc1ccc(C(=O)Nc2ccc(Br)cc2C(=O)O)cc1[N+](=O)[O-]	4%
29	COc1ccc(N(CC(=O)Nc2cc(Cl)cc(Cl)c2)S(=O)(=O)c2ccc(C)cc2)cc1OC	20%
30	COC(=O)C1=C(C)NC2=C(C(=O)CC(c3ccc(OC)cc3)C2)C1c1ccc(OC)c(OC)c1 (centres undefined)	5%
31	CC(=O)Nc1ccc(S(=O)(=O)Nc2ccc(O)c3ccccc23)cc1	3%
32	COc1ccc(NC(=O)c2ccco2)cc1Cl	1%
33	CC1=C(C(=O)OC2CCCC2)C(c2coc3ccccc3c2=O)C2=C(CCCC2=O)N1 (centres undefined)	0%
34	Clc1cccc(Cl)c1OCCCCN1CCOCC1	5%
35	COc1c(Cl)cc(C(=O)Nc2ccc3nn(-c4ccccc4)nc3c2)cc1Cl	11%
36	CCC12CN3CC(CC)(CN(C1)C3c1ccc(OC)cc1)C2=O (centres undefined)	4%
37	CCn1c2ccccc2c2cc(CN3CCN(c4ccccc4)CC3)ccc21	6%
38	Cc1ccc(NCC(=O)n2c(C)c(C)c3ccccc32)c(C)c1	9%
39	O=C(/C=C/c1ccc(OCc2ccccc2)cc1)c1cccs1	0%
40	COc1ccc(CCn2c(O)c(/C=C3/C=c4ccccc4=NC3=O)sc2=S)cc1OC	9%
41	CC(=O)c1ccc(Nc2nc(-c3cc4cc(Br)ccc4oc3=O)cs2)cc1	26%
42	O=S(=O)(NCc1ccncc1)c1cc(Cl)ccc1Cl	2%
43	O=[N+]([O-])c1ccc(N/N=C/c2ccccc2OCc2cccc(Br)c2)cc1	13%
44	O=[N+]([O-])c1cccc(N=Cc2c(O)ccc3ccccc23)c1	41%
45	CC(C)(C)c1cnnn1-c1ccc(N)cc1	6%
46	Cc1ccccc1C(=O)NC(=S)Nc1cc(C(C)(C)C)ccc1O	27%
47	O=c1cc(Nc2ccc(I)cc2)[nH]c(=O)[nH]1	8%
48	Cc1nnc(SCC(=O)Nc2sc3c(c2C#N)CCCC3)[nH]c1=O	11%

2 entries drawn at random from the list so far, as already listed:
item	SMILES	RNase H inhibition
41	CC(=O)c1ccc(Nc2nc(-c3cc4cc(Br)ccc4oc3=O)cs2)cc1	26%
45	CC(C)(C)c1cnnn1-c1ccc(N)cc1	6%

Further structures follow.
item	SMILES	RNase H inhibition
49	O=C(COc1ccc(Cl)cc1Cl)N1CCN(c2ccccc2)CC1	10%
50	CCOC(=O)c1ccc(NC(=S)NCC2CCCO2)cc1 (centres undefined)	12%
51	Fc1cccc(Cl)c1CSc1nc2ccccc2[nH]1	5%
52	O=C(CSc1nnc(-c2ccc(Br)cc2)o1)NC1CCCCC1	11%
53	Cc1ccc(NC(=O)/C(C#N)=C/c2ccc(-c3ccc(C(=O)O)cc3)o2)cc1Cl	17%
54	CCOC(=O)C(=CNc1ccc(Cl)cc1)C(=O)OCC	10%
55	COc1cccc(-c2csc(/C(C#N)=C\Nc3cccc(C(F)(F)F)c3)n2)c1	13%
56	O=C(NN1C(=O)/C(=C/c2cccc3ccccc23)SC1=S)c1cccc(O)c1	19%
57	Cc1ccc(NC(=O)Cn2nnc(-c3ccccc3Cl)n2)cc1C	17%
58	COc1cc(C=O)ccc1OC(=O)c1ccccc1Br	30%
59	O=C(Nc1ccc(-c2nc3ccccc3o2)c(O)c1)c1cc(I)ccc1Cl	24%
60	Cn1ccnc1SCC(=O)Nc1ccc(F)c(Cl)c1	8%
61	Cc1cc(OCC(=O)Nc2cc(Cl)ccc2Cl)ccc1Br	3%
62	O=C1CC(Sc2nc3ccccc3s2)C(=O)N1c1cc(Cl)ccc1Cl (centres undefined)	46%
63	CCCCOc1ccc(N2C(=O)C=CC2=O)cc1	0%
64	CCOCCOC(=O)C1=C(C)NC2=C(C(=O)CC(c3ccc(Cl)cc3)C2)C1c1cccc(OC)c1 (centres undefined)	1%
65	COc1ccc(C2/C(=C(/O)c3ccccc3)C(=O)C(=O)N2c2nccs2)cc1OC (centres undefined)	10%
66	BrC(/C=N\N1CCN(c2ccccc2)CC1)=C\c1ccccc1	5%
67	CCOc1c(Br)cc(/C=C2\C(=O)NC(=O)N(c3ccc(OC)cc3)C2=O)cc1OC	42%
68	NC1=NC(=O)/C(=C\c2cc(Br)cc(Cl)c2O)S1	13%
69	COc1ccccc1/C=C(/NC(=O)c1cc(OC)c(OC)c(OC)c1)C(=O)O	0%
70	O=C(NC1CCCC1)c1ccc(CN(c2ccccn2)S(=O)(=O)c2ccccc2)cc1	0%
71	COC(=O)C1=C(C)NC2=C(C(=O)CC(c3ccccc3)C2)C1c1ccc(OCc2ccccc2)c(OC)c1 (centres undefined)	13%
72	COc1ccc(N(CC(=O)Nc2ccc(C(C)C)cc2)S(=O)(=O)c2ccc(C)c([N+](=O)[O-])c2)cc1	11%
73	COc1ccc(/C=C2\C(=O)NC(=O)N(c3cc(C)cc(C)c3)C2=O)c(OC)c1	0%
74	NC(=O)c1cc(NC(=O)c2ccc([N+](=O)[O-])cc2)cc(C(N)=O)c1	0%
75	CCCCc1ccc(N=N/C(C(=O)Nc2cc(Cl)c(OC)cc2OC)=C(\C)O)cc1	10%
76	CCn1c(C)c(C(C)=O)c(N2CCN(Cc3ccccc3)CC2)nc1=S	2%
77	O=C(/C=C/c1ccccc1)NCCSCc1ccccc1Cl	9%
78	COc1cc([N+](=O)[O-])ccc1-c1ccc(/C=C2\C(=O)NC(=O)N(c3ccccc3)C2=O)o1	17%
79	COC(=O)c1c(N=CN(C)C)c(C#N)c2n1CCCC2	11%
80	Cc1cc(/C=C(\C#N)C(=O)NCC2CCCO2)c(C)n1-c1ccc(F)cc1 (centres undefined)	5%
81	COc1cccc(/C=N/n2c(-c3ccc(C(C)(C)C)cc3)n[nH]c2=S)c1	16%
82	C/C(=N\NC(=O)c1ccc(OCC(O)CN2CCOCC2)cc1)c1ccc(O)cc1 (centres undefined)	6%
83	CCc1noc(C)c1-c1[nH]c2ccccc2c1C(=O)C(=O)N(C)C	3%
84	O=C(NC(=S)Nc1ccc2oc(-c3ccc4ccccc4c3)nc2c1)c1ccccc1Cl	6%
85	O=C(CSc1nc2cc(Cl)ccc2s1)Nc1ccccc1F	15%
86	c1ccc2c(CNc3ccc4c(c3)OCO4)c3ccccc3cc2c1	17%
87	CCN1C(=O)/C(=C2\SC(=O)N(Cc3ccccc3)C2=O)c2ccccc21	59%*
88	CCOc1ccc(N(CC(=O)NCc2ccccc2)S(=O)(=O)c2ccccc2)cc1	19%

Exported field by field: four of the compounds above.
88	CCOc1ccc(N(CC(=O)NCc2ccccc2)S(=O)(=O)c2ccccc2)cc1
  RNase H inhibition = 19%
85	O=C(CSc1nc2cc(Cl)ccc2s1)Nc1ccccc1F
  RNase H inhibition = 15%
86	c1ccc2c(CNc3ccc4c(c3)OCO4)c3ccccc3cc2c1
  RNase H inhibition = 17%
81	COc1cccc(/C=N/n2c(-c3ccc(C(C)(C)C)cc3)n[nH]c2=S)c1
  RNase H inhibition = 16%

(further entries)
item	SMILES	RNase H inhibition
89	Cc1csc(NC(=O)c2ccc(Cl)cc2[N+](=O)[O-])n1	0%
90	CCC(C)NC(=O)CN(c1ccc(OC)cc1OC)S(=O)(=O)c1ccc(C)cc1 (centres undefined)	8%
91	NC(=O)c1ccccc1NC(=O)c1ccccc1C(=O)O	7%
92	O=C1C2ON(c3ccccc3)C(c3ccc(Br)cc3)C2C(=O)N1c1ccccc1C(F)(F)F (centres undefined)	22%
93	O=C1NC(=O)N(c2cccc(Cl)c2Cl)C(=O)/C1=C/c1ccc(I)o1	16%
94	COc1ccc(/C(C)=N/NC(=O)c2cc(-c3ccc(C)cc3)n[nH]2)cc1OC	6%
95	CCC(CC)C(=O)Nc1ccc(OC)cc1	8%
96	COc1ccc(NC2SC(=O)NC2=O)cc1 (centres undefined)	21%

Some of these compounds in order of length of the SMILES, rising.
item	SMILES	RNase H inhibition
95	CCC(CC)C(=O)Nc1ccc(OC)cc1	8%
96	COc1ccc(NC2SC(=O)NC2=O)cc1 (centres undefined)	21%
91	NC(=O)c1ccccc1NC(=O)c1ccccc1C(=O)O	7%

Other structures:
item	SMILES	RNase H inhibition
97	CCOC(=O)C1=C(C)N(CCOC)C(=O)/C1=C\c1ccccc1[N+](=O)[O-]	15%
98	CCN1C(=O)/C(=C\c2ccc(O)c(O)c2)SC1=S	81%*
99	COc1ccc(NC(=O)CN(c2ccc(Cl)cc2C)S(=O)(=O)c2ccc(C)cc2)cc1OC	20%
100	COc1cc(C=C2C(=O)N(C)C(=O)N(C)C2=O)ccc1Oc1ccc([N+](=O)[O-])cn1	6%
101	Cc1cccc2c1N(C(=O)CN1C(=O)c3ccccc3C1=O)C(C)(C)c1ssc(=S)c1-2	11%
102	CCc1ccc(NC(=S)NC(=O)c2ccccc2)cc1	25%
103	CC1=Nc2ccccc2/C1=C/c1c(O)n(-c2ccc(C(C)C)cc2)c(=O)[nH]c1=O	10%
104	CCOC(=O)c1ccccc1NC(=O)c1cnn2c1NC(c1ccccc1)CC2C(F)(F)F (centres undefined)	17%
105	Cc1c(NC(=O)C2(C)CCCCC2)c(=O)n(-c2ccccc2)n1C	8%
106	CCOc1ccc(-c2nc3cc(NC(=O)c4ccc(Br)o4)ccc3o2)cc1	5%
107	O=C(Nc1cccc(Cl)c1)c1cccc(NC(=S)Nc2ccc(F)cc2)c1	14%
108	CCC(=O)Nc1ccc(NC(=S)NC(=O)c2ccc(OC)c(Br)c2)cc1	17%
109	CCc1ccccc1NC1=C(Cl)C(=O)N(c2cccc(C)c2C)C1=O	13%
110	COc1ccccc1N1CCN(C(=O)Cn2cnc3c2c(=O)n(C)c(=O)n3C)CC1	0%
111	Cc1ccc(CC2C(=O)N(c3cc(C)ccc3C)C(=O)C2C)cc1 (centres undefined)	4%
112	CCc1ccc(CNCc2ccc3c(c2)OCO3)cc1	0%
113	COc1ccc(O)c(CN2CCOCC2)c1	8%
114	Cc1cccc(OCCn2c(C)nc3ccccc32)c1	15%
115	CCOc1ccccc1N1CCN(C(=O)c2cc(-c3ccccc3)nc3ccccc23)CC1	3%
116	COc1ccc(-n2c(O)c(C=Nc3ccc(C)cc3)c(=O)[nH]c2=O)cc1	5%
117	C=CCN1C(=O)/C(=C\c2ccc(OCCOCCOc3ccc(C)cc3)cc2)SC1=S	3%
118	CC(C)=CCCC(C)NCc1ccco1 (centres undefined)	1%
119	CCCc1ccc(-c2ccc(-c3ccc(C#N)cc3)cc2)nc1	0%
120	O=[N+]([O-])c1ccc(-c2noc(-c3ccc(I)cc3)n2)cc1	10%
121	NC1=NC(=O)/C(=C/c2cccc(OCCOc3ccc(Br)cc3)c2)S1	10%
122	Cc1ccc(N2C(=O)/C(=C/c3ccc(-c4cc([N+](=O)[O-])ccc4Cl)o3)C(=O)NC2=S)cc1	7%
123	COc1ccc(C=Nc2cc(Cl)cc(Cl)c2)cc1O	1%
124	COc1ccc(/C=C(\C#N)c2nn(-c3ccccc3)c(N)c2C#N)cc1[N+](=O)[O-]	10%

Not all compounds are listed; the hit share may differ from the screen's.
